SIAH1 antagonists = blockers of Siah-1 interaction with plectin peptide – biochemical, fluorescence polarization, rhodamine-plectin, uHTS, primary screen (AID 1817); Siah-1 / rhodamine-plectin peptide fluorescence polarization; higher % means a stronger effect; displacement, % at 20 µM, or IC50 in µM where a hit was titrated; actives 0.02% (n = 290,000);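 active = displacement of at least 50% at 20 µM, with a fluorescence ratio check between 0.3 and a set limit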;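 note: plate controls were Siah plus tracer with DMSO for no effect and tracer alone without Siah for full effect; strong numbers were not always called active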
AID2073 = inhibitors of Mint1-CaV2.2 protein interaction, biochemical, HTRF (AID 2073); HTRF protein-protein interaction, Mint1-CaV2.2; higher % means a stronger effect; one-dose inhibition, % at 20 µM; IC50 in µM for titrated hits; actives 0.19% (n = 290,000); in the data active = inhibition mostly above about 51%, no sharp cut-off; inconclusive = no clear call, values can overlap the other calls; inactive = mostly below about 53%; note: some results filed as inactive read as strong as hits
HIV peptide binding = inhibitors of HIV fusion peptide binding, primary screen, biochemical, uHTS, fluorescence dequenching (AID 1986); actives 0.3% (n = 290,000); one-dose inhibition, % at 20 µM; IC50 in µM for titrated hits; cell-free peptide binding, fluorescence dequenching, 30 min; higher % means a stronger effect; in the data active = inhibition mostly above about 52%, no sharp cut-off; inactive = mostly below about 76%; note: some results filed as inactive read as strong as hits
Large T inhibition = TAg ATPase/helicase activity blockers – biochemical (AID 1903) | one-dose inhibition, % at 20 µM; IC50 in µM for titrated hits | actives 0.39% (n = 310,000) | SV40 large T antigen ATPase/helicase inhibition assay; higher % means a stronger effect; in the data active = a potency from the dose series; inconclusive = inhibition mostly from about 32% at the one dose, without a potency; inactive = the rest, 99 in 100 with inhibition below about 32%; note: strong numbers were not always called active
NS5 inhibitors = flavivirus cap methylation enzyme inhibition – biochemical, confirmation dose response, primary screen (AID 588689); Dengue-2 NS5 methyltransferase capping enzyme assay, biochemical; higher % means a stronger effect; inhibition, % at 25 µM; hits with a dose series show IC50 in µM; actives 0.3% (n = 340,000); in the data active = a potency from the dose series; inconclusive = inhibition above about 29% without an active follow-up result
XIAP displacement = XIAP antagonists, biochemical, IAP family, fluorescence polarization (AID 1018); XIAP BIR domain, fluorescence polarization peptide displacement; higher % means a stronger effect; displacement, % at 20 µM, or IC50 in µM where a hit was titrated; actives 0.007% (n = 200,000); in the data active = displacement above about 50%; note: a part of the inactive calls stands beside numbers as strong as those of hits
RSV CPE inhibition = inhibition of RSV-induced cytopathic effect – HEp-2 cells, primary 10 µM value included (AID 2391). HEp-2 cells, RSV-induced CPE inhibition; higher % means a stronger effect. one-dose CPE inhibition, % at 10 µM; IC50 in µM for titrated hits. actives 0.13% (n = 310,000); in the data active = a potency from the dose series; inconclusive = CPE inhibition mostly from about 23% at the one dose, without a potency; inactive = the rest, 99 in 100 with CPE inhibition below about 21%; note: strong numbers were not always called active
Rac1 GTP hydrolysis = MgcRacGAP GTPase-activating activity inhibitors, confirmation, biochemical, ADP Hunter fluorescence; MgcRacGAP-stimulated Rac1 GTP hydrolysis, ADP Hunter fluorescence; higher % means a stronger effect; GST-tagged Rac1 F28L mutant substrate; inhibition, % at 30 µM; hits with a dose series show IC50 in µM; actives 0.6% (n = 340,000);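 active = first-screen hits whose inhibition reached a set limit at any dose in the follow-up dose series; inconclusive = inhibition above the set first-screen limit but never retested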;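 note: fluorescence reports GDP produced by GAP-driven GTP hydrolysis; strong numbers were not always called active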
LYP inhibition = inhibitors of LYP phosphatase, biochemical, fluorescence intensity, uHTS (AID 1779) | recombinant LYP phosphatase, fluorescence intensity; higher % means a stronger effect | inhibition, % at 11.5 µM, or IC50 in µM where a hit was titrated | actives 0.054% (n = 290,000); in the data active = inhibition above about 50%;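 note: plate controls were vehicle with enzyme for no effect and no enzyme for full effect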
NS5 inhibitors pilot replicate = second read-out of NS5 inhibitors, no call of its own (marks repeat the call); inhibition, %; measured here: pilot screen replicate inhibition
Starred values were filed as active, the others as inactive; ? = inconclusive; · = not tested or not shown.

The opening 3 records as a preview:
SMILES | SIAH1 antagonists | AID2073 | HIV peptide binding | Large T inhibition | NS5 inhibitors | XIAP displacement | RSV CPE inhibition | Rac1 GTP hydrolysis | LYP inhibition | others
Cc1ccc(CNC(=O)C2CC(c3cc(C(F)(F)F)cc(C(F)(F)F)c3)=NO2)o1 (stereo not drawn) | 16.0% | -1.8% | 2.1% | -0.9% | -9.1% | · | 2.9% | 7.8% | 0.6%
CSCC[C@H](NC(=O)OC(C)(C)C)c1nnc(SCc2ccccc2)o1 | -1.3% | -4.1% | -1.8% | 7.7% | -1.4% | -1.8% | 4.9% | 5.2% | -11.9%
CC(C)(C)c1ccc(NC(=O)N2CCCN(c3ccc([N+](=O)[O-])cn3)CC2)cc1 | -2.9% | 0.2% | -3.3% | 0.6% | -5.4% | · | 4.0% | 10.6% | -2.7%

The list itself (from the top)
SMILES | SIAH1 antagonists | AID2073 | HIV peptide binding | Large T inhibition | NS5 inhibitors | XIAP displacement | RSV CPE inhibition | Rac1 GTP hydrolysis | LYP inhibition | others
Cc1ccc(CNC(=O)C2CC(c3cc(C(F)(F)F)cc(C(F)(F)F)c3)=NO2)o1 (stereo not drawn) | 16.0% | -1.8% | 2.1% | -0.9% | -9.1% | · | 2.9% | 7.8% | 0.6%
CSCC[C@H](NC(=O)OC(C)(C)C)c1nnc(SCc2ccccc2)o1 | -1.3% | -4.1% | -1.8% | 7.7% | -1.4% | -1.8% | 4.9% | 5.2% | -11.9%
CC(C)(C)c1ccc(NC(=O)N2CCCN(c3ccc([N+](=O)[O-])cn3)CC2)cc1 | -2.9% | 0.2% | -3.3% | 0.6% | -5.4% | · | 4.0% | 10.6% | -2.7%
O=C(C1=C(O)C(=O)N(Cc2ccco2)C1c1cccnc1)c1cc2ccccc2o1 (stereo not drawn) | 0.5% | 31.4% | 9.5% | 17.6% | 35.3% | -2.5% | 1.7% | 18.5% | -11.3%
CC(=O)N1CCN(C(=O)C2(NC(=O)Nc3cccc(F)c3)CCCCC2)CC1 | -10.4% | 16.8% | 1.8% | 9.8% | 3.6% | · | 0.6% | 7.3% | -7.5%
C=CCn1c(=NC(=O)c2ccccc2[N+](=O)[O-])sc2cc(S(C)(=O)=O)ccc21 | 10.4% | -4.8% | -1.0% | 2.7% | -2.9% | -2.5% | 3.4% | 7.4% | -1.4%
N#CC1=C(N)Oc2cc(N)ccc2C1c1cc(Br)cs1 (stereo not drawn) | 2.1% | 9.6% | -2.1% | 7.7% | -27.9% | · | 0.3% | 15.3% | -9.3%
CC(C)(C)c1ccc(C(=O)Oc2ccccc2CCC(=O)O)cc1 | 0.7% | -2.4% | 1.6% | 5.1% | · | · | 0.7% | · | -2.3%
CCCC1NC(C(=O)O)Cc2c1[nH]c1ccccc21 (stereo not drawn) | -4.1% | 7.4% | 11.2% | 9.9% | 6.5% | · | 1.7% | 7.4% | -15.5% | NS5 inhibitors pilot replicate=-3.7
O=C(NCCc1csc(-c2cccnc2)n1)c1ccccc1Br | -3.3% | -0.3% | -0.1% | 10.8% | -4.6% | · | 2.7% | 4.9% | -3.4%
CCn1cc(CN2CCC(n3nccc3NC(=O)c3cccc(F)c3)CC2)c(C)n1 | 2.8% | -5.5% | 1.1% | 12.1% | -5.2% | · | 1.1% | 3.1% | -0.1%
O=C(Cn1c(=O)c2c3c(sc2n(Cc2ccccc2)c1=O)CCCC3)NCCO | -2.3% | 6.4% | -0.8% | -10.4% | 0.7% | · | 2.2% | 8.4% | -10.2%
O=C(NCc1cccnc1)c1cc(C(=O)C2CC2)c[nH]1 | -5.8% | 6.9% | -0.8% | 4.9% | -3.7% | -3.5% | -0.1% | -1.9% | -5.3%
O=C(CCC(=O)c1cccs1)OCC(=O)c1ccc(Cl)s1 | -2.1% | 1.6% | -2.1% | 16.2% | -3.8% | -0.9% | 1.7% | 12.3% | -5.9%
Nc1c(C(=O)NCc2ccc3c(c2)OCO3)c2nc3ccccc3nc2n1CCCN1CCOCC1 | -3.0% | 2.5% | 3.9% | 4.7% | -11.2% | -4.0% | -3.4% | 0.1% | -1.2%
CC(=O)Nc1cc(NC(C)=O)cc(C(=O)N2CCCC3CCCCC32)c1 (stereo not drawn) | 45.6% | 19.4% | 2.5% | 9.1% | -5.7% | · | 1.1% | 7.6% | -1.4%
COc1ccc(COC(=O)c2sc3nc4n(c(=O)c3c2C)CCC4)cc1 | · | · | · | 0.2% | -5.2% | · | 0.2% | 2.7% | ·
COc1ccc(OC)c(CCNC(=O)CCCc2nnc3n(C)c(=O)c4sccc4n23)c1 | -0.8% | 7.8% | -0.7% | 9.8% | -11.4% | · | 0.7% | 5.6% | 1.5%
Cc1cccc(OCCC(=O)OC(C)C(=O)Nc2ccc(Cl)cn2)c1 (stereo not drawn) | · | · | · | 5.3% | -8.9% | · | -2.0% | 3.5% | ·
COc1ccc(NC(C)=O)cc1C | -1.5% | -3.1% | -0.7% | 5.4% | -2.7% | -3.4% | 1.1% | 16.4% | -8.7%
CCN(CC)CCN1C(=O)c2cccc3cc(N)cc(c23)C1=O | -6.2% | 23.8% | 19.4% | 7.0% | ? | · | -3.6% | 9.9% | -2.6%
Cc1cc(C)cc(NC(=O)N2CCCC2C(=O)Nc2ccc(-n3cnnn3)c(C)c2)c1 (stereo not drawn) | 13.0% | -7.6% | 1.5% | 30.9% | -2.8% | -6.2% | 1.7% | 0.8% | -4.3%
Cc1ccc(-c2nc3cnccn3c2Nc2ccccc2)o1 | -0.5% | -21.6% | -1.2% | 5.8% | -12.5% | -6.4% | 2.8% | 7.7% | -0.7%
CNC(=O)C1CC(=O)N/C(=N/N=C(\C)c2cccs2)S1 (stereo not drawn) | 1.3% | 5.3% | -0.6% | -4.0% | -4.8% | -1.1% | 1.4% | 7.3% | 2.3%
CS(=O)(=O)c1ccc(Cl)c(NC(=O)COC(=O)c2ccc(-n3cnnn3)cc2)c1 | · | · | · | 1.9% | 2.9% | · | -0.4% | 0.7% | ·
Next part:
SMILES | SIAH1 antagonists | AID2073 | HIV peptide binding | Large T inhibition | NS5 inhibitors | XIAP displacement | RSV CPE inhibition | Rac1 GTP hydrolysis | LYP inhibition | others
COC(=O)c1cn(Nc2ncc(C(F)(F)F)cc2Cl)c(=O)c2ccccc12 | 1.0% | -1.9% | -0.1% | -2.0% | 0.5% | -3.2% | 2.7% | 11.9% | -2.4%
C/C(=N\NC(=O)c1ccccc1O)c1cccc(NC(=O)c2ccccc2)c1 | -5.0% | 18.0% | 6.6% | 15.0% | -6.6% | · | 9.3% | 9.4% | -5.9%
O=C(O)c1ccc2c(c1)OCCO2 | 1.1% | 4.6% | 0.2% | 0.5% | 6.1% | -3.4% | 0.5% | 11.1% | -9.5%
Cn1c(=O)c2c3c(sc2n2c(SCC(N)=O)nnc12)CC(C(C)(C)C)CC3 (stereo not drawn) | -4.0% | 2.3% | -3.2% | 8.2% | -2.4% | -2.5% | 4.8% | 3.8% | -3.0%
O=c1[nH]c2ccc(S(=O)(=O)N3CCCCC3)cc2[nH]c1=O | 1.8% | 1.2% | 0.2% | 6.3% | -2.8% | -1.1% | 1.5% | 5.2% | -9.2%
Cc1cc(OCCN2CCCC2)cc(C(C)C)c1 | 5.9% | -3.1% | 2.2% | 4.8% | -5.8% | 1.8% | 0.6% | 18.7% | -5.1%
Cc1cccc(C)c1OCc1nc2ccccc2[nH]1 | -5.2% | -2.8% | 1.2% | 5.3% | -6.5% | -2.4% | 1.6% | 3.3% | -6.8%
O=C(c1ccc(SCc2cccc(Br)c2)c([N+](=O)[O-])c1)N1CCN(c2ccccn2)CC1 | 0.1% | 1.8% | 0.7% | 9.3% | -1.5% | -2.1% | 2.1% | 9.8% | 1.5%
Cc1c(-n2c(SC(C)C(=O)NC(N)=O)nc3ccccc3c2=O)c(=O)n(-c2ccccc2)n1C (stereo not drawn) | 3.6% | 17.3% | -0.1% | 4.0% | -4.5% | -7.3% | 0.7% | 1.9% | -8.5%
CCCCn1c(N)c(N(CCOC)C(=O)COC(=O)COc2c(C)cc(C)cc2C)c(=O)[nH]c1=O | · | · | · | 20.2% | -2.9% | · | -1.0% | 1.5% | ·
COc1cc(OC)c(C(=O)NCCCn2ccnc2)cc1OC | 4.3% | 10.0% | -0.1% | 8.1% | -11.4% | -3.7% | 1.6% | 3.3% | -5.4%
Cc1nc(-c2ccc(-c3ccon3)s2)no1 | -1.0% | 11.7% | 1.1% | 3.4% | 1.5% | · | 2.0% | 13.3% | -1.6%
O=C(Nc1ccc(Oc2cccnc2)cc1)c1ccc([N+](=O)[O-])cc1 | 0.1% | 16.5% | -0.2% | -2.9% | 15.0% | -7.7% | 8.6% | -4.9% | 5.3%
COc1ccc2nc(/C=N/NC(=O)CCNC(=O)OC(C)(C)C)ccc2c1 | 12.5% | 8.3% | -0.3% | 2.4% | 0.8% | · | ? | 5.0% | -9.6%
Clc1ccc(CN2CCC(Cc3ccccc3)CC2)cc1 | -2.0% | 39.1% | -0.3% | 19.8% | -4.8% | -1.8% | 0.4% | 14.2% | -4.9%
O=C(O)C1CCCC2CN3CCc4c([nH]c5ccccc45)C3C(O)C21 (stereo not drawn) | 1.6% | 8.1% | 23.2% | 10.6% | 14.7% | · | -0.1% | 9.5% | -5.9%
CN1CC(=O)Nc2ccc([N+](=O)[O-])cc2C1=O | -1.1% | 8.6% | 0.3% | 15.1% | 4.7% | · | 0.9% | 4.0% | -4.0%
CCc1nc2cccnc2n1-c1ccc(CC(=O)NC(C)CC)cc1 (stereo not drawn) | 8.3% | -3.3% | 2.2% | 1.6% | 2.3% | · | 2.2% | 7.6% | -7.0%
CC(C)=CCN1CCN(Cc2ccc(C)s2)CC1CCO (stereo not drawn) | 1.2% | -6.5% | -0.3% | 1.9% | -5.1% | -20.6% | -1.8% | 7.8% | -3.8%
COC(=O)c1ccc(S(=O)(=O)N2CCc3ccccc3C2)cc1 | -1.7% | 17.1% | -0.5% | 2.4% | 3.3% | · | 1.0% | 11.0% | -4.8% | NS5 inhibitors pilot replicate=-3.0
CC(C)c1ccc(NC(=O)COC(=O)CSc2nnc(N)s2)cc1 | 3.5% | 0.2% | 0.5% | -0.4% | 46.4% | -8.7% | 2.4% | 7.7% | 5.0%
CCOC(=O)CCNC(=O)N1CCCC(C(=O)c2cccc(Cl)c2)C1 (stereo not drawn) | 7.8% | -2.1% | -1.9% | 3.7% | · | -2.0% | 1.4% | 1.9% | -5.7%
CC(C)n1cc(NC(=O)c2cc(-c3ccccc3)on2)cn1 | 2.4% | 2.6% | -0.4% | 20.3% | -8.0% | -3.0% | 1.3% | 3.6% | -7.1%
COc1ccc2cc(C(c3nnnn3CC3CCCO3)N3CCOCC3)c(=O)[nH]c2c1 (stereo not drawn) | 1.1% | -4.8% | -0.9% | 6.0% | -5.6% | -0.2% | 2.3% | 2.7% | -3.1%
C=C1Cn2c(nnc2-c2ccc(Cl)cc2)S1 | 4.7% | 9.4% | 0.5% | 9.4% | -9.4% | -6.7% | 2.7% | 5.2% | -3.2%
Cc1cc2oc(=O)cc(CN3CCOCC3)c2cc1C | -1.4% | -3.7% | -0.7% | -3.6% | -3.2% | -3.2% | 0.9% | 8.9% | -6.0%
